# LYPLA2 inh = counter-screen for PME1 inhibitors: inhibitors of human LYPLA2 | recombinant LYPLA2, FP-Rh probe fluorescence polarization | inhibition, % at 5.9 µM | 0.38% of 320,000 active | AID 2177;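 active = inhibition above the screen-wide mean plus 3 SD, limit set per campaign, cut at about 26% in these data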;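 note: 0% = LYPLA2 with DMSO and 100% = wells lacking LYPLA2 enzyme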
# Target sequence (O95372 whole entry, looked up): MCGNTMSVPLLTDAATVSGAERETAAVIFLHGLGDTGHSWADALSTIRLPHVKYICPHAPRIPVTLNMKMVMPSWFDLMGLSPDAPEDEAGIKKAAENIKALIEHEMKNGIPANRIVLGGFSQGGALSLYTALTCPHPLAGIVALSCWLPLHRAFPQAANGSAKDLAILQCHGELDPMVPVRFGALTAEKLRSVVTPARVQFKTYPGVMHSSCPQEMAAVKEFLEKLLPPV
# PP5 primary = inhibitors of human protein phosphatase 5 (PP5); P53041; purified PP5c, OMFP substrate fluorescence; inhibition, % at 6.7 µM; 0.18% of 320,000 active; AID 1987;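 active = inhibition above the campaign's mean inhibition across all tested compounds plus 3 SD, cut at about 9.5% in these data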;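 note: 0% = DMSO only and 100% = 100 µM cantharidin control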
# JMJD2C inh = human JMJD2C demethylase inhibition | inhibition, % at 2.35 µM | GST-JMJD2C(1-420) H3K9me3 demethylation, DELFIA europium | Q9H3R0 | 0.069% of 330,000 active;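 active = more than half of a compound's replicate wells show inhibition beyond 50%, single wells judged on their own value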;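 note: signal counts dimethyl H3K9 product captured on neutravidin plate; 0% = median of DMSO wells and 100% = 0.3 times that DMSO median; strong numbers were not always called active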
# PREPL inh = inhibits the human prolyl oligopeptidase-like enzyme; Q4J6C6; recombinant PREPL, fluorescence polarization activity-based probe; inhibition, % at 5.96 µM; 0.68% of 320,000 active; AID 2751; in the data active = inhibition above about 43%;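 note: 0% = enzyme with DMSO and 100% = wells lacking enzyme; many of its hits are not listed in these tables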
# Target sequence (Q4J6C6 whole entry, looked up): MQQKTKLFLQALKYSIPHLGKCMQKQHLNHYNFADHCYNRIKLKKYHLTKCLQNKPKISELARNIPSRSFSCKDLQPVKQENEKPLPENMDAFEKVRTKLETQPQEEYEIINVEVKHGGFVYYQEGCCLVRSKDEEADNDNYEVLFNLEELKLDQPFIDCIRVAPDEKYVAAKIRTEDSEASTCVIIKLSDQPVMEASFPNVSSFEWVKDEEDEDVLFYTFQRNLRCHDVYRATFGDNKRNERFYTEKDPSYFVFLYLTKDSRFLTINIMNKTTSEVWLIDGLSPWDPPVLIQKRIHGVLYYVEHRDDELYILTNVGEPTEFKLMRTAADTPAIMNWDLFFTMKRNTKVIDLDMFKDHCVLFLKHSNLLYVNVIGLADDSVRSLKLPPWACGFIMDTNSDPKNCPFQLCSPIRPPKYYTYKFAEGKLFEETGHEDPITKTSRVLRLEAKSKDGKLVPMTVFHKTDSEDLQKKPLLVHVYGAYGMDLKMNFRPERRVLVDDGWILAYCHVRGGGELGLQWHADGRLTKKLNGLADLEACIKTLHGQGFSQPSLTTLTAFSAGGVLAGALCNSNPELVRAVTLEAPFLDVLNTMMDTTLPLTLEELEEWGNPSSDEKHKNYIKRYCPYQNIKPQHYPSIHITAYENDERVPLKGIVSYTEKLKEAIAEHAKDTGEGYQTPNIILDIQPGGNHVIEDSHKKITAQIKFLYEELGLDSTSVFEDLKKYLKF
# CTSL1 counter = counter-screen for PFM18AAP inhibitors: inhibitors of F. hepatica cathepsin L1 | recombinant F. hepatica cathepsin L1, Z-Leu-Arg-MCA fluorescence | AID 1906 | 0.49% of 300,000 active | inhibition, % at 5.96 µM;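 active = inhibition above the mean of all tested compounds plus 3 SD, set per screening campaign, cut at about 17% in these data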;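 note: 0% = plate median of test compound wells and 100% = 1 µM Z-Phe-Ala-diazomethylketone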
# PP1 inh = counter-screen for PP5 inhibitors: inhibitors of human PP1-alpha; purified PP1alpha, OMFP fluorescence; 0.9% of 320,000 active; P62136; inhibition, % at 6.7 µM;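 active = inhibition above the mean inhibition of all tested compounds plus 3 SD, computed separately for each screening campaign, cut at about 15% in these data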
# Efflux pump mplx = inhibitors of Candida antifungal efflux pumps expressed in yeast; AID 485275; 0.44% of 330,000 active; inhibition, % at 10 µM; S. cerevisiae Candida pump triplex, Nile Red efflux;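 active = plate passing quality check with inhibition over a set limit, or well fluorescence over plate mean plus 4 SD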;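 note: Nile Red retained in pooled yeast measured as flow cytometry median fluorescence; 0% = buffer negative control and 100% = Enniatin B positive control; higher means more Nile Red kept so more efflux inhibition; some compounds called inactive have numbers as strong as hits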
# HCV core dimer = blocks dimerization of HCV core protein. AID 1899. inhibition, % at 5 µM. TR-FRET GST/Flag-core106 dimerization, 1536-well. 0.33% of 300,000 active;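 active = inhibition above the mean of all tested compounds plus 3 SD, set per screening campaign, cut at about 45% in these data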
#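 Assay system: Tagged HCV core106 pair (GST and Flag) | Buffer or medium: KF-containing HEPES buffer, pH 7.45, DTT, CHAPS, BSA | Also added: Eu donor and XL665 acceptor anti-tag antibodies | Dosing: One concentration, 5 µM, in 0.5% DMSO | Timing: 4 h at 22.5 °C | Technique: TR-FRET 671 and 617 nm emission | Repeats: Singlicate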
# TPT1 inh = C. albicans TPT1 enzyme inhibition; recombinant caTPT1, FP RNA substrate dephosphorylation; inhibition, % at 5 µM; AID 1962; 0.81% of 300,000 active;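 active = inhibition above the mean of all tested compounds plus 3 SD, set per screening campaign, cut at about 24% in these data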;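 note: plate controls were DMSO alone for no effect and ferristatin control at 100 nM for full effect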
# Numbers without * were called inactive; i = inactive; . = no result given. The list is partial; count on the stated rates, not on these rows.
# Key to letters – A = LYPLA2 inh; B = PP5 primary; C = JMJD2C inh; D = PREPL inh; E = CTSL1 counter; F = PP1 inh; G = Efflux pump mplx; H = HCV core dimer; I = TPT1 inh
(1) O=C1C(=O)c2ccccc2C(O)=C1C1CCC(c2ccc(Cl)cc2)CC1 (stereo not given)
  A: 3; B: 2.4; C: .; D: 3; E: -3; F: -4; G: -0.1; H: 0; I: -1
(2) COc1ccc(N(C(C)C(=O)N/N=C/c2ccc(OC(C)C)cc2)S(C)(=O)=O)cc1 (stereo not given)
  A: 2; B: 1.3; C: -3; D: 3; E: 5; F: 1; G: 0.1; H: -1; I: 0
(3) Cc1ccc(C)c(N2CCN(C(=O)c3ccccc3Br)CC2)c1
  A: 3; B: 2.6; C: 2; D: 0; E: -2; F: 3; G: 0.2; H: 11; I: 0
(4) CCCNC(=S)N1CC2(C)CN(C(=O)C(=O)OC)CC(C)(C1)C2=O
  A: -1; B: 1.8; C: -2; D: 2; E: -1; F: -2; G: -0.2; H: 0; I: -1
(5) O=C(NCc1ccco1)C1CCN(c2nc3ccccc3n2Cc2ccc(F)cc2)CC1
  A: -6; B: 1.6; C: -2; D: -12; E: -2; F: 12; G: 0.1; H: 2; I: 0
(6) Nc1nonc1-n1nnc(C(=O)N/N=C/c2cccnc2)c1CSc1ccc(Cl)cc1
  A: -2; B: 3.7; C: i; D: -23; E: 5; F: 3; G: -0.3; H: -4; I: -1
(7) Cc1cccc(S(=O)(=O)Nc2nc3ccccc3nc2OC(C)C)c1
  A: -5; B: -2.4; C: 10; D: 7; E: 6; F: -2; G: 1.8; H: 16; I: -1
(8) COC(=O)c1cccc(S(=O)(=O)N2CCOCC2)c1
  A: -6; B: -10; C: 14; D: 17; E: 7; F: -8; G: -0.2; H: 2; I: -3
(9) O=C(CSc1nnc(Cc2cccs2)n1-c1ccc(Cl)cc1)NCc1ccc2c(c1)OCO2
  A: 7; B: -2.8; C: 0; D: 0; E: 0; F: -1; G: -0.2; H: 6; I: 5
(10) O=C(COc1ccccc1)Nc1c(Cl)ccc2nsnc12
  A: 2; B: -0.4; C: 2; D: -3; E: 0; F: -3; G: 0.1; H: -8; I: -3
(11) NC1=NC(=Nc2cccc(S(N)(=O)=O)c2)c2ccccc21
  A: 2; B: 2.0; C: 2; D: 0; E: 3; F: -1; G: -0.1; H: 2; I: -2
(12) COc1ccc(OC)c2sc(NC(=O)c3ccc(S(=O)(=O)N(C)C)cc3)nc12
  A: -6; B: -1.6; C: -10; D: -13; E: -3; F: 0; G: 0.2; H: -6; I: 1
(13) COc1ccc(CC(=O)NCC(=O)N/N=C/c2ccc(C)o2)cc1
  A: 1; B: -0.2; C: 7; D: -2; E: 0; F: 0; G: 0.1; H: 10; I: 1
(14) CNC(=O)COc1coc(CN2CCN(c3ccccc3OC)CC2)cc1=O
  A: -2; B: -2.0; C: 6; D: 10; E: 2; F: -1; G: -0.1; H: 0; I: 1
(15) CCc1nc(SCC(=O)Nc2ccccc2OC)c2c(C)c(C)sc2n1
  A: -1; B: 1.3; C: -39; D: 8; E: 6; F: 4; G: 0.4; H: 3; I: 3
(16) Cc1ccc(C2C(C#N)C(C#N)N3CCCN23)cc1 (stereo not given)
  A: 1; B: 4.3; C: 14; D: -8; E: 1; F: -2; G: 0.1; H: -2; I: 3
(17) COc1ccc([C@H]2CC(=O)C=C(c3ccc(F)nc3)C2)cc1OC
  A: 9; B: -1.0; C: 2; D: 3; E: .; F: -4; G: -0.1; H: .; I: .
(18) COc1ccccc1CNC(=O)[C@H](C)NC(=O)C1CCN(C(=O)[C@H](CCSC)NC(=O)OC(C)(C)C)CC1
  A: 6; B: 3.0; C: 18; D: 2; E: 2; F: -2; G: 0.1; H: 1; I: 2
(19) O=C(O)c1ccc2c(c1)N(Cc1ccccc1)C(=O)c1ccccc1S2
  A: 2; B: -0.7; C: 0; D: 6; E: 0; F: 2; G: 0.0; H: 0; I: -4
(20) Nc1ncnc(Nc2cccc(Cl)c2Cl)n1
  A: 6; B: 0.8; C: -5; D: -30; E: 2; F: 0; G: -0.3; H: -5; I: 2
(21) COc1ccccc1S(=O)(=O)Nc1ccc2cn[nH]c2c1
  A: 11; B: -1.7; C: -10; D: -6; E: 4; F: 0; G: -0.8; H: -2; I: -1
(22) O=C1COc2ccc(C(=O)COC(=O)COc3ccccc3[N+](=O)[O-])cc2N1
  A: 7; B: 0.7; C: 2; D: -3; E: -32; F: -4; G: 0.2; H: 3; I: 2
(23) COc1ccc(OCCn2c(N)nc3ccccc32)cc1
  A: 0; B: -0.5; C: 18; D: -29; E: -1; F: 0; G: -0.1; H: -1; I: -1
(24) CN(C)c1ccc(NC(=O)c2ccc3nc[nH]c3c2)cc1
  A: 7; B: -0.5; C: -4; D: 22; E: 4; F: 3; G: -1.2; H: -23; I: -1
(25) COc1cccc(CNc2ccc3[nH]c(=O)[nH]c3c2)c1OCc1ccccc1Cl
  A: 5; B: 3.5; C: -5; D: 15; E: -1; F: 0; G: 0.5; H: -20; I: 2
(26) CCC1CCCCN1Cc1ccc(N)cc1 (stereo not given)
  A: 1; B: -0.7; C: 3; D: -2; E: -1; F: -4; G: 0.0; H: -2; I: 0
(27) Cc1coc2c(C)c3oc(=O)c(CCC(=O)N4CCC(C(=O)NCCCC(=O)O)(c5ccccc5)CC4)c(C)c3cc12
  A: -2; B: 2.8; C: 14; D: 0; E: 2; F: 1; G: 0.0; H: 12; I: -3
(28) CCOC(=O)c1c(-c2ccc(C)cc2)cn2ccccc12
  A: 8; B: 3.9; C: -2; D: 14; E: 1; F: 1; G: -0.1; H: 0; I: -3
(29) COc1ccc(C(C(=O)NC2CCCCC2)N(C(=O)CCl)c2ccccc2Cl)cc1 (stereo not given)
  A: 1; B: -1.0; C: 2; D: 3; E: 25*; F: -2; G: 0.0; H: 5; I: 2
(30) CCn1ccnc1CNC(=O)CC1C(=O)NCCN1Cc1ccccc1F (stereo not given)
  A: 0; B: 0.1; C: 9; D: 7; E: -1; F: -1; G: 0.1; H: 2; I: -6
(31) CCc1cc2c(=O)n(Cc3ccco3)c(SCC(=O)N3CCCc4ccccc43)nc2s1
  A: -4; B: 1.7; C: -7; D: -2; E: 0; F: 11; G: 0.1; H: 22; I: -2
(32) CC(C)c1cc(CN2CCN(Cc3ccc(F)c(F)c3)C(CCO)C2)[nH]n1 (stereo not given)
  A: 2; B: 0.6; C: -6; D: 6; E: -1; F: -3; G: 0.0; H: -1; I: -2
(33) CCOC(=O)C1=C(CSc2nc3ccccc3s2)NC(=O)NC1c1cc(C)ccc1C (stereo not given)
  A: 4; B: 4.0; C: -3; D: -4; E: 9; F: 23*; G: 0.1; H: 20; I: -1
(34) C=CCn1c(-c2ccccc2)nc(=S)c2c1CC(C)(C)OC2
  A: -6; B: 2.2; C: 2; D: -3; E: 11; F: -2; G: -0.2; H: 3; I: 1
(35) CC(C)c1ccc(C(C)NCCS(=O)(=O)c2ccc(Br)cc2)cc1 (stereo not given)
  A: -3; B: 5.6; C: 6; D: -2; E: 2; F: 5; G: 0.2; H: 1; I: 1
(36) CC(C)NC(=O)NC(=O)COC(=O)c1ccc([N+](=O)[O-])cc1Cl
  A: 7; B: -1.4; C: -2; D: 13; E: 1; F: -5; G: 0.0; H: -7; I: -1
(37) Cc1cc2c(cc1C)NC(c1c(C)n(C)n(-c3ccccc3)c1=O)C1=C(CC(C)(C)CC1=O)N2 (stereo not given)
  A: 0; B: 1.0; C: 37; D: 4; E: 1; F: 0; G: 0.1; H: 7; I: -21
(38) CCCCSc1nsc(NC(C)=O)n1
  A: 8; B: 2.6; C: 3; D: 4; E: -4; F: -1; G: 0.1; H: 0; I: 1
(39) Cc1occc1-c1nnc(SCC(=O)NCCc2ccccc2)o1
  A: -2; B: -1.1; C: 2; D: -6; E: 1; F: -1; G: 0.1; H: 4; I: 0
(40) CN(C)c1ccc(NC(=S)c2ccc3ccccc3n2)cc1
  A: -2; B: -0.7; C: 18; D: 4; E: -2; F: -2; G: 0.3; H: 1; I: 0
(41) CCc1ccc(-c2ccc(C(=O)C(F)(F)F)[nH]2)cc1
  A: -1; B: -2.1; C: 124; D: -3; E: 1; F: -3; G: 0.0; H: -5; I: -5
(42) Cc1ccc(N2C=Nc3ccc(C)c4nc(C)cc2c34)cc1
  A: -7; B: -0.1; C: 5; D: 34; E: 1; F: -7; G: -0.1; H: 2; I: -5
(43) Cc1nc2ccccc2n1C(C)c1ccccc1 (stereo not given)
  A: -6; B: -0.6; C: -5; D: 3; E: 2; F: -2; G: 0.2; H: 1; I: -1
(44) NC(=O)CSc1oc(-c2ccco2)nc1S(=O)(=O)c1ccccc1
  A: -3; B: -3.8; C: -3; D: 16; E: 2; F: -6; G: 0.1; H: -18; I: 5
(45) O=C(Nc1ccccc1)c1cc(Cl)nc2ccccc12
  A: -5; B: 6.0; C: -5; D: 18; E: 2; F: 3; G: -0.2; H: -10; I: -1
(46) CCC(CC)C(=O)NCCc1ccc(S(N)(=O)=O)cc1
  A: -2; B: 0.3; C: -20; D: 19; E: -4; F: 0; G: 0.5; H: -1; I: 0
(47) CCOC(=O)C1=C(c2ccccc2)N=C2SCC(=O)N2C1c1ccc(OCC)c(OCC)c1 (stereo not given)
  A: -3; B: 2.5; C: 14; D: -7; E: 1; F: -6; G: -0.1; H: -1; I: 1

# In the list so far, these have two or more sulfur atoms.
# Key to letters – A = LYPLA2 inh; B = PP5 primary; C = JMJD2C inh; D = PREPL inh; E = CTSL1 counter; F = PP1 inh; G = Efflux pump mplx; H = HCV core dimer; I = TPT1 inh
(9) O=C(CSc1nnc(Cc2cccs2)n1-c1ccc(Cl)cc1)NCc1ccc2c(c1)OCO2
  A: 7; B: -2.8; C: 0; D: 0; E: 0; F: -1; G: -0.2; H: 6; I: 5
(12) COc1ccc(OC)c2sc(NC(=O)c3ccc(S(=O)(=O)N(C)C)cc3)nc12
  A: -6; B: -1.6; C: -10; D: -13; E: -3; F: 0; G: 0.2; H: -6; I: 1
(15) CCc1nc(SCC(=O)Nc2ccccc2OC)c2c(C)c(C)sc2n1
  A: -1; B: 1.3; C: -39; D: 8; E: 6; F: 4; G: 0.4; H: 3; I: 3
(31) CCc1cc2c(=O)n(Cc3ccco3)c(SCC(=O)N3CCCc4ccccc43)nc2s1
  A: -4; B: 1.7; C: -7; D: -2; E: 0; F: 11; G: 0.1; H: 22; I: -2
(33) CCOC(=O)C1=C(CSc2nc3ccccc3s2)NC(=O)NC1c1cc(C)ccc1C (stereo not given)
  A: 4; B: 4.0; C: -3; D: -4; E: 9; F: 23*; G: 0.1; H: 20; I: -1
(38) CCCCSc1nsc(NC(C)=O)n1
  A: 8; B: 2.6; C: 3; D: 4; E: -4; F: -1; G: 0.1; H: 0; I: 1
(44) NC(=O)CSc1oc(-c2ccco2)nc1S(=O)(=O)c1ccccc1
  A: -3; B: -3.8; C: -3; D: 16; E: 2; F: -6; G: 0.1; H: -18; I: 5

# From PubChem
